MsrA inh: bovine MsrA enzyme inhibitors, primary screen, biochemical, absorbance, HTS. purified bovine MsrA, absorbance read-out. 360,000 compounds, 0.75% hits. Methionine sulfoxide reductase A (Bos taurus). inhibition, % at 15.5 µM; in the data active = inhibition above about 4.5%;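 note: 0% = vehicle wells with enzyme and 100% = reference inhibitor wells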
CendR NRP1 mod: modulators of CendR peptide binding to NRP-1, primary screen, biochemical, fluorescence polarization, uHTS; AID 602438, 2012; Neuropilin-1 (Homo sapiens), O14786; inhibition, % at 25 µM; 360,000 compounds, 0.85% hits; FAM-RPARPAR peptide binding to NRP-1;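 active = inhibition or corrected inhibition above about 18%, plus a signal ratio from 0.5 to 1.5, limit read from the data, passing the limit was not always enough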; note: strong numbers were not always called active
Target sequence (O14786 whole entry, looked up): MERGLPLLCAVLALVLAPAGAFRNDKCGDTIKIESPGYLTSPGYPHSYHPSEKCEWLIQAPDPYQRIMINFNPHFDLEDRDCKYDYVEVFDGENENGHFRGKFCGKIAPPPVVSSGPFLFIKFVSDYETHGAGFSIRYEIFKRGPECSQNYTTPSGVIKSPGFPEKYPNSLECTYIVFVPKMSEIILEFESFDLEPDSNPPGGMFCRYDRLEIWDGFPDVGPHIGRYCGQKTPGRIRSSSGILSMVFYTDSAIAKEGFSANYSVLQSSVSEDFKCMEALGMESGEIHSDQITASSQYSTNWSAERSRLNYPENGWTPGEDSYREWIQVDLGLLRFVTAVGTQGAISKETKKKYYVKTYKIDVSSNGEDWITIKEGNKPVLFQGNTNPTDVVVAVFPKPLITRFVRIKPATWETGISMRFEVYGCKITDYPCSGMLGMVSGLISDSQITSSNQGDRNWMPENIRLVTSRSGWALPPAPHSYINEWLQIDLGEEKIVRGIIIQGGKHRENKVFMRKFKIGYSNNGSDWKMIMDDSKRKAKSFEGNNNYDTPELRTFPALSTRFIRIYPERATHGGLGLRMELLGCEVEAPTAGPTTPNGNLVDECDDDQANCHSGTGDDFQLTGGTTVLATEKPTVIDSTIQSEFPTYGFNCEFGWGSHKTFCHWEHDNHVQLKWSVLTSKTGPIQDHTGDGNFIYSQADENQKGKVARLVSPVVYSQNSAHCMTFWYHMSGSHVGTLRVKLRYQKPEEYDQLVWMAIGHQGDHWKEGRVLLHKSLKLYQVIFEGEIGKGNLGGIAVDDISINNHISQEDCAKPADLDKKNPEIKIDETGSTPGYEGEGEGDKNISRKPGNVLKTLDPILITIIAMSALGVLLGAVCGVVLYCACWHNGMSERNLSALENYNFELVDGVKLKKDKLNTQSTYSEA
Neddyl block: inhibitors of cullin neddylation, primary screen, biochemical, TR-FRET, uHTS, NAE and Ubc12. NEDD8-conjugating enzyme Ubc12 (Homo sapiens) + NEDD8-activating enzyme E1 regulatory …. 360,000 compounds, 0.58% hits. calls only at 25 µM. AID 651699, 2012; in the data active = inhibition above about 36%
bovine MsrA act: bovine MsrA enzyme activators, primary screen, biochemical, absorbance, HTS. Methionine sulfoxide reductase A (Bos taurus). purified bovine MsrA, absorbance read-out. activation, % at 10.6 µM. 360,000 compounds, 0.3% hits. AID 602163, 2012; in the data active = activation above about 7.5%;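 note: 0% = vehicle and 100% = reference activator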
E coli Lon inh: inhibitors of E. coli Lon protease, primary screen, biochemical, fluorescence polarization; 360,000 compounds, 0.42% hits; inhibition, % at 7.94 µM; AID 602123, 2011; purified E. coli Lon protease; in the data active = inhibition above about 13%, passing the limit was not always enough;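 note: 0% = enzyme with probe and DMSO and 100% = no enzyme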
SKN-1 block: suppressors of acrylamide-induced Pgst-4::GFP reporter in worms, primary screen, SKN-1 inhibitor project, whole organism, uHTS, GFP/RFP fluorescence ratio, strain VP596; C. elegans VP596 Pgst-4::GFP/RFP ratio, 24 h; inhibition, % at 21.8 µM; 360,000 compounds, 0.49% hits;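 active = interference check ratio from 0.5 to 1.5 plus GFP to RFP signal ratio inhibition reaching or exceeding a fixed threshold, cut at about 30% in these data, passing the limit was not always enough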; note: some compounds called inactive have numbers as strong as hits
Rin1 Abl inh: inhibitors of Rin1-Abl protein binding, primary screen, biochemical, TR-FRET. Tyrosine-protein kinase ABL1 (Homo sapiens) + Ras and Rab interactor 1 (Homo sapiens), …. inhibition, % at 7.35 µM. 360,000 compounds, 0.4% hits; in the data active = inhibition above about 5%, passing the limit was not always enough
MT1-MMP act inh: blockers of MT1-MMP proenzyme processing, primary screen, HT1080 RFP-PRO-GFP cells, GFP/RFP fluorescence. Matrix metalloproteinase-14 (Homo sapiens), P50281. GFP/RFP ratio fluorescence, overnight; percent of plate control window, DMSO zero. GFP/RFP ratio change, % at 20 µM. 360,000 compounds, 0.061% hits. AID 651647, 2012;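 active = GFP/RFP ratio change of at least 30% with cell ATP level not reduced by more than half and red fluorescence within 50% of control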; note: strong numbers were not always called active
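Test system: HT1080 cells expressing an RFP-PRO-GFP fluorescent reporter construct / Compound dosing: single-point 20 µM compound, 1% DMSO / Schedule: cells overnight before dosing, compound overnight, 37 °C, 5% CO2 / Evaluation: GFP/RFP fluorescence ratio / Control set: DMSO and RFP-L50D-GFP cell wells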
FAS-TE inh: FAS thioesterase domain inhibitors, primary screen, biochemical, fluorescence intensity, uHTS; Fatty acid synthase (Homo sapiens), P49327; recombinant FAS-TE, OMFH fluorogenic substrate, fluorescence endpoint; inhibition, % at 15 µM; 360,000 compounds, 0.67% hits;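 active = compounds whose normalised, plate-corrected inhibition of enzyme fluorescence in the single-dose primary screen is 50% or more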;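 note: 0% = DMSO with enzyme and 100% = substrate without enzyme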
Active calls of the source: *; i = inactive; / = not tested or not shown.

SMILES | MsrA inh | CendR NRP1 mod | Neddyl block | bovine MsrA act | E coli Lon inh | SKN-1 block | Rin1 Abl inh | MT1-MMP act inh | FAS-TE inh
OCC1OCOC2C(CO)OCOC12 (stereo not drawn) | -1.0 | -4 | i | -8 | -5 | 10 | -2 | -4 | -8
COc1c2ccc(OCC/C(C)=C/C(=O)C=C(C)C)cc2nc2occc12 | 1.0 | -29 | i | 0 | -26 | 12 | -2 | / | 3
CC(C)(C)OC(=O)N1CCC(C(=O)N[C@@H](Cc2c[nH]c3ccccc23)C(=O)O)CC1 | -0.1 | 7 | i | 6 | 6 | 25 | 4 | -2 | -8
CC1(C)Cc2c(c(N3CCOCC3)nc3sc(-c4ccc(C(=O)O)o4)c(N)c23)CO1 | 3.7 | -213 | / | -6 | -30 | -11 | -1 | -7 | -4
Cc1ccc(S(=O)(=O)N2C[C@H]3C(=O)C[C@@H](c4ccccc4)N(S(=O)(=O)c4ccc(C)cc4)[C@H]3C[C@H]2c2cccc(C)c2)cc1 | 0.5 | -9 | i | -3 | 6 | 7 | 8 | -7 | 27
COc1ccc(NC(=O)C2C3CCC(O3)C2C(=O)O)c(C)c1 (stereo not drawn) | -0.9 | 4 | i | -4 | 3 | 16 | 2 | 3 | -8
C#CCOCCOCCOCCNc1nc(N2CCN(C(=O)[C@H](CCCCN)n3cc(CN)nn3)CC2)nc(N2CCN(C(=O)[C@H](CCC(=O)O)n3cc([C@@H](N)CCSC)nn3)CC2)n1 | -0.6 | -8 | i | -3 | -6 | 0 | -3 | 3 | -5
O=C(O)C1CCCCC1C(=O)Nc1ccc(S(=O)(=O)N2CCOCC2)cc1 (stereo not drawn) | 0.2 | 7 | i | -6 | 1 | -16 | 3 | 3 | -3
CC(C)n1nc(Cc2cccc3ccccc23)c(C#N)c1N | -0.1 | 10 | i | 0 | 0 | 2 | 1 | -1 | -1
c1ccc(-c2cnnc3ccccc23)cc1 | 1.7 | 15 | i | -4 | -4 | 13 | 2 | 5 | -2
Cc1nnc(SCC(=O)N2CCN(c3ccccc3)CC2)n1-c1ccccc1 | -0.6 | 4 | i | 2 | 5 | -3 | -1 | -1 | -8
C=CCN(CC=C)Cc1cc(=O)oc2ccccc12 | 0.1 | -1 | i | -2 | -2 | -2 | 8 | 2 | -3
COc1ccc2cc(C(c3nnnn3Cc3ccccc3)N3CCCCCC3)c(=O)[nH]c2c1 (stereo not drawn) | 2.0 | -4 | i | -13 | 0 | -8 | -2 | -5 | -6
Clc1ccc(CNCCCSc2ncccn2)cc1Cl | -0.9 | 5 | i | 5 | -9 | 12 | 0 | 4 | -8
S=C1c2ccccc2CN1c1ccccc1 | -0.2 | 1 | i | -2 | 5 | 23 | -1 | -3 | 0
CCn1nc(C)cc1C(=O)Sc1cccc(Cl)c1 | 0.4 | -18 | i | -5 | 3 | -4 | 3 | 0 | 26
Cc1oc(-c2ccccc2F)nc1CS(=O)CC(=O)NCc1ccccc1 (stereo not drawn) | -1.4 | 3 | i | -3 | -16 | 18 | -3 | -2 | -1
Cc1cc2c(cc1S(=O)(=O)NCc1ccc(N(C)C)cc1)OCC(=O)N2 | 1.0 | 1 | i | 0 | -2 | 1 | 0 | -1 | -6
C/C(=N/OCO/N=C(/C)c1ccc(F)cc1)c1ccc(F)cc1 | 0.5 | 7 | i | -3 | 14 | 19 | 0 | / | 18
Cc1ccc(NC(=O)CCSc2nnc(-c3ccco3)o2)cc1 | -1.2 | -4 | i | -1 | -8 | 3 | 5 | -3 | -2
CCOc1ccccc1NC(=O)c1nnn(CC(=O)Nc2ccc3c(c2)OCO3)c1N | 0.6 | 8 | i | -4 | 8 | -6 | 1 | -2 | -1
Cc1cc(/C=C2/NC(=O)N(Cc3ccccc3F)C2=O)c(C)n1-c1ccccn1 | 1.0 | 0 | i | -4 | -4 | 5 | -3 | -6 | -6
CN(CC(=O)Nc1ncn[nH]1)S(=O)(=O)c1cc(Cl)ccc1Cl | 0.2 | 4 | i | 4 | -2 | 10 | -2 | 1 | -7
CN(C)c1cccc(C(=O)OCc2cc(=O)oc3cc(O)ccc23)c1 | 3.5 | -26 | / | -7 | -11 | 6 | 1 | -2 | -13
CCn1c2ccc(F)cc2c2nnc(SCCN3CCCCC3)nc21 | 0.4 | -14 | i | -2 | -3 | 5 | -5 | -2 | 2

Compound profiles, as listed above.
`CN(C)c1cccc(C(=O)OCc2cc(=O)oc3cc(O)ccc23)c1` is listed with MsrA inh = 3.5; CendR NRP1 mod = -26; Neddyl block = /; bovine MsrA act = -7; E coli Lon inh = -11; SKN-1 block = 6; Rin1 Abl inh = 1; MT1-MMP act inh = -2; FAS-TE inh = -13
`CC(C)n1nc(Cc2cccc3ccccc23)c(C#N)c1N` is listed with MsrA inh = -0.1; CendR NRP1 mod = 10; Neddyl block = i; bovine MsrA act = 0; E coli Lon inh = 0; SKN-1 block = 2; Rin1 Abl inh = 1; MT1-MMP act inh = -1; FAS-TE inh = -1

The results go on.
SMILES | MsrA inh | CendR NRP1 mod | Neddyl block | bovine MsrA act | E coli Lon inh | SKN-1 block | Rin1 Abl inh | MT1-MMP act inh | FAS-TE inh
CCN(CC(=O)NCc1cccs1)C(=O)/C=C/c1cc(OC)ccc1OC | 1.7 | 3 | / | -5 | -7 | -15 | 0 | 2 | -1
CCn1c(SCC(=O)c2c[nH]c3ccccc23)nc2cc(S(=O)(=O)N3CCOCC3)ccc21 | 0.3 | -10 | i | -1 | -1 | -4 | -20 | -2 | -10
O=C(c1cccc2c1-c1ccccc1C2)N1CCCCC1 | 1.2 | 1 | i | -2 | 4 | -5 | 1 | 2 | -2
CCCOc1ccc(F)cc1-c1cc(C(=O)NCCOC)[nH]n1 | -0.2 | 1 | i | -2 | 1 | 17 | 2 | 3 | -5
C=CC[C@H](CC(=O)NCCO)C(=O)N[C@H](COC(=O)[C@@H](CC=C)CC(=O)OC(C)(C)C)Cc1ccccc1 | 0.3 | 12 | i | -4 | -12 | 9 | 4 | 1 | -1
N#C/C(=N\Nc1ccccc1)C(=N)N1CCOCC1 | 5.1* | 0 | i | -10 | -17 | 8 | -5 | -2 | 0
COc1ccc(C)cc1N1CC(C(=O)Nc2cccc(C(=O)NC3CC3)c2)CC1=O (stereo not drawn) | 1.6 | -11 | i | -1 | 3 | -6 | -2 | -1 | -7
Cc1cc(NC(=O)CCN2CC(C)OC(C)C2)ccc1Br (stereo not drawn) | 0.1 | -8 | i | -9 | 1 | 4 | -1 | 0 | 0
COc1cc2c3nc4n(c(=O)c3n(CC(=O)NCC3CCCO3)c2cc1OC)CCS4 (stereo not drawn) | 1.2 | 2 | / | -2 | 0 | 3 | -1 | 10 | -5
CCCNC(=O)C(Cc1ccccc1C)NC(=O)c1ccc(C#N)cc1 (stereo not drawn) | 0.9 | 8 | i | -3 | -3 | 12 | 0 | 1 | -4
COc1cc(C(C(=O)NC(C)(C)C)N(Cc2ccc3c(c2)OCO3)C(=O)c2cnccn2)cc(OC)c1OC (stereo not drawn) | 1.7 | 7 | i | 2 | 8 | 7 | -2 | 0 | -5
C/C(=N\Nc1nc(C)cc(C)n1)c1ccc(C)o1 | 1.6 | 12 | i | 0 | 1 | 7 | -1 | 1 | -8
O=C(Nc1cc(S(=O)(=O)N2CCOCC2)ccc1N1CCCC1)c1ccccc1F | -2.2 | 12 | i | 4 | -5 | -2 | -5 | 0 | -7
O=C(CN1CC(c2ccccc2)CC1=O)Nc1ccc2c(c1)OCO2 (stereo not drawn) | 0.0 | -1 | i | -11 | 2 | -5 | -1 | -3 | -8
Cc1ccc(C(C)C)c(OC(=O)/C=C/c2ccccc2)c1 | 1.3 | 13 | i | -1 | 2 | 1 | -1 | 0 | 24
CSc1ccc(CN2CCCC(CO)(Cc3ccccc3)C2)cc1 (stereo not drawn) | -2.0 | 3 | i | -3 | -3 | -5 | 0 | 1 | 0
CCCCCn1c(SCC(=O)OCC)nc2cc(C(=O)NCc3ccco3)ccc2c1=O | -0.3 | -5 | i | -2 | 3 | 11 | -1 | -5 | 4
N#C/C(=C\c1c(N2CCOCC2)nc2ccccn2c1=O)C(=O)NC1CCS(=O)(=O)C1 (stereo not drawn) | 0.3 | 14 | / | -2 | -15 | 12 | -4 | -1 | -5
Cc1ccccc1-c1nnc(SCC(=O)N2CCCC2)o1 | -0.7 | -1 | i | -11 | -2 | 1 | 3 | -3 | -3
COC(=O)Cn1cnc2c(nnn2-c2ccc(C)cc2)c1=O | 0.4 | 3 | i | -1 | 0 | -13 | 3 | 5 | -4
Clc1ncc(Cn2cccn2)s1 | 0.6 | 2 | i | -1 | -18 | -10 | 0 | 0 | -3
CC(=O)Nc1cc(C(=O)N2CCc3ccccc3C2)ccc1Sc1ccc(Cl)cc1 | -0.2 | -3 | i | -14 | 0 | -15 | -2 | -1 | 10
CC12CCC(C(=O)N(NC(=O)c3ccccc3O)C1=O)C2(C)C (stereo not drawn) | 0.0 | 6 | i | 2 | -1 | 3 | -3 | 2 | -3
Cc1ccc(-c2nnc(N3CCOCC3)c3ccccc23)cc1S(=O)(=O)NCC1CCCO1 (stereo not drawn) | -0.7 | -12 | i | 0 | 6 | 2 | -3 | 1 | -1
O=C(N/C(=C\c1ccc(F)cc1)C(=O)N1CCOCC1)c1ccccc1 | -0.6 | 7 | i | -3 | -8 | 1 | 4 | -2 | -4
The list goes on.
SMILES | MsrA inh | CendR NRP1 mod | Neddyl block | bovine MsrA act | E coli Lon inh | SKN-1 block | Rin1 Abl inh | MT1-MMP act inh | FAS-TE inh
COc1ccccc1/C=C/C(=O)OCC(=O)Nc1nnc(-c2ccccc2)o1 | 0.2 | -8 | i | -3 | 7 | -2 | 7 | 1 | -8
N#CCSc1nnc(-c2cnccn2)n1Cc1ccccc1 | 1.2 | 14 | i | -2 | -5 | 4 | 3 | 2 | -8
COc1ccc2oc(=N)c(C(=O)Nc3cccc(C)c3C)cc2c1 | 1.3 | -7 | i | -10 | 1 | 18 | 3 | 8 | -3
COc1ccc(N(CC(=O)NCc2ccco2)S(C)(=O)=O)c(OC)c1 | 1.4 | 3 | i | -3 | 0 | 6 | 4 | 0 | -4
Cc1cccc(NC(=O)c2ccc(S(=O)(=O)NCc3cccnc3)cc2)c1C | -0.4 | 6 | i | -2 | -5 | 4 | 5 | 2 | -2
C=CCN1C(=O)C(CC(=O)O)SC1=Nc1ccc(C(=O)O)cc1 (stereo not drawn) | -0.9 | 2 | i | -5 | 7 | 2 | 0 | -1 | -2
Cc1cccc(C)c1NC(=O)CNC(=O)CNC(=O)Cc1cccc2ccccc12 | -0.7 | -3 | i | -3 | 1 | -7 | 3 | -1 | -5
Cc1cc(NCc2ccc(F)cc2)nc2cc(Cl)ccc12 | -1.0 | 6 | i | -4 | 8 | 11 | 0 | 1 | 33
COC(=O)C1=C(C)N(CC2CCCO2)C(=O)C1 (stereo not drawn) | 0.7 | -6 | i | -3 | -11 | -16 | 1 | -1 | -8
COc1ccc(C(CNC(=O)c2cc3c(s2)CCCC3)N2CCOCC2)cc1 (stereo not drawn) | 0.1 | -13 | i | 9.4* | -1 | 8 | -2 | -1 | 0
